Bioassay records: PubChem BioAssay, National Center for Advancing Translational Sciences (NCATS)
Eya2 inh – qHTS Assay for Inhibitors of the Phosphatase Activity of Eya2 | Protein phosphatase EYA2 (Homo sapiens), O00167 | recombinant Eya2, OMFP fluorescence dephosphorylation (OMFP is methylfluorescein phosphate) | Potency, µM (top dose mostly 76.9 µM), for the others: at the highest dose activity, negative = inhibition, most hits filed as inhibitors | hit rate 0.006% among 330,000; also: potency is read from the fitted curve at half-maximal effect; % is scaled to controls: 0 for no effect and ±100 for the full control effect
Target sequence (O00167 whole entry, looked up): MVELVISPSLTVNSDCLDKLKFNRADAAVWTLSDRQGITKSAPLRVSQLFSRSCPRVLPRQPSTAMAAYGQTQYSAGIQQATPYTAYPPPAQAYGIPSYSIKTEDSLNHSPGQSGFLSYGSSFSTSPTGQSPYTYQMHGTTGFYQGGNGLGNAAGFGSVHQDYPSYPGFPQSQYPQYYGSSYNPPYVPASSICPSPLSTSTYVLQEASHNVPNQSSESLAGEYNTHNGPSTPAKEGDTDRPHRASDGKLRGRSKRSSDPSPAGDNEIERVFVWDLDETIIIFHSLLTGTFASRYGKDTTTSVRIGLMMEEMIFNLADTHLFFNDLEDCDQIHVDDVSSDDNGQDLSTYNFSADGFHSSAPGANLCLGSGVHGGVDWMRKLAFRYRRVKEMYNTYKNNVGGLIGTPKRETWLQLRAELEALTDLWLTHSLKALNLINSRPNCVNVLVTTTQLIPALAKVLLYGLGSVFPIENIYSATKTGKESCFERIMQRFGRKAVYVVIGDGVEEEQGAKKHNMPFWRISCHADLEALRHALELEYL
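Eya2 (0.2 uM) preincubated 10 min at ambient with compound, then OMFP substrate added at 50 uM; 10 min reaction in 50 mM HEPES pH 7.5, 50 mM NaCl, 5 uM MgCl2, 0.05% BSA, 1 mM DTT. Fluorescence read at Ex 485/Em 525 nm.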
TSHR antagonist – Antagonists of the Thyroid Stimulating Hormone Receptor: HTS campaign | Thyrotropin receptor (Homo sapiens), P16473 | TSHR-expressing cells, TSH-stimulated cAMP HTRF, 2 h; hits give low values | activity change, negative = inhibition, % at 11.5 µM | hit rate 0.2% among 330,000;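 active = activity change below a set negative limit, meaning inhibition stronger than a set level, cut at about -70% in these data; inconclusive = activity change between two set negative limits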; also: % is scaled to controls: 0 for no effect and ±100 for the full control effect
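Cell-based HTRF cAMP assay; TSHR cells + compound, TSH EC80 (4nM final), 2 h, 37 deg C. Lysis with anti-cAMP cryptate and cAMP-d2, 30 min RT, read 665/620 nm.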
Mito fusion act – qHTS Assay for Small Molecule Inhibitors of Mitochondrial Division or Activators of Mitochondrial Fusion; S. cerevisiae fusion-defective mutant growth rescue, CellTiterGlo 48 h; Potency, µM (top dose mostly 46.1 µM), for the others: at the highest dose growth rescue (activation), most hits filed as activators; hit rate 0.23% among 320,000;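 also: potency is read from the fitted curve at half-maximal effect; % of control where 0% means no effect; nearly all actives have a fitted effect of over 45% in size; temperature-sensitive fusion mutants such as fzo1-1 at 37 °C on non-fermentable ethanol glycerol medium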
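Temperature-sensitive fusion-defective S. cerevisiae (e.g. fzo1-1, mgm1-5) were grown with compound in YPEG medium (3% ethanol, 3% glycerol) for 48 hours at 37C. Growth rescue was measured as viability by CellTiterGlo luminescence after 10 minutes at ambient.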
TCR act – Activators of T cell receptors: qHTS campaign | Potency, µM (series often up to 9.22 µM), for the others: at the top dose activation of IL-2 secretion, hits mostly activators | 330,000 tested, under 10 active | primary human leukocytes, anti-CD3, IL-2 HTRF, 48 h; also: % of control where 0% means no effect
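IL-2 release read by HTRF sandwich (Eu cryptate donor, d2 acceptor, 665 nm emission) after 48 hr exposure of primary human leukocytes to compound together with anti-CD3 beads in the absence of co-stimulatory signals.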
TSG101-PTAP inh – qHTS Assay for Iinhibitors of HIV-1 Budding by Blocking the Interaction of PTAP/TSG101 | Tumor susceptibility gene 101 protein (Homo sapiens), Q99816 | Fluorescence polarization, FITC-PTAP peptide / Tsg101 binding | Potency, µM (series often up to 115 µM), for inactives: top-dose activity change, negative = inhibition, hits mostly inhibitors | 340,000 tested, under 10 active | AID 493005, 2010; active = well fitted inhibition curve with a large enough effect in the main read-out, with a control signal flat, not every such curve was filed as active; inconclusive = small, poorly fitted or top-dose-only effect, or effect the other way, or a change in a side signal; inactive = no such curve, though single readings can be large or run the other way; also: potency is read from the fitted curve at half-maximal effect; % of control where 0% means no effect
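Fluorescence polarization binding of Tsg101 binding domain (10 uM final) to FITC-labeled PTAP peptide (50 nM final) in HEPES pH 7.5 buffer with NaCl, Tween 20, EDTA, TCEP. Compounds added before peptide; binding 20 min at RT.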
Chronic BCR inh – qHTS Assay to Find Inhibitors of Chronic Active B-Cell Receptor Signaling. ABC-DLBCL IkBa-CBG/CBR reporter, luminescence ratio, 4 h. Potency, µM (series often up to 46.1 µM), inactives show top-dose ratio change, negative = lower green/red ratio, usual class: inhibitors. hit rate 0.05% among 340,000; active = well fitted inhibition curve with a large enough effect in the signal ratio, with a control signal flat, not every such curve was filed as active; inconclusive = small, poorly fitted or top-dose-only effect, or effect the other way, or a change in a side signal; the % refers to the signal ratio;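 also: potency is read from the fitted curve at half-maximal effect; plate controls were basal doxycycline-induced cells for no effect and cells given 10 µM MG132 for full effect; MG132 reads +100%, hits lower the ratio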
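TMD8 ABC-DLBCL cells carrying doxycycline-inducible green luciferase fused to IkappaBalpha plus unfused red luciferase were exposed to compounds (up to 46 uM) for 4 hrs at 37C. Activity came from the overlap-corrected green/red luminescence ratio.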
uPA surface inh – qHTS for Inhibitors of Cell Surface uPA Generation; cell surface uPA generation assay, qHTS; Potency, µM (series often up to 38.3 µM), for the others: at the highest dose activity change, negative = inhibition, actives largely listed as inhibitors; hit rate 0.31% among 330,000; AID 540303, 2011; active = well fitted inhibition curve with a large enough effect; inconclusive = small, poorly fitted or top-dose-only effect; inactive = no such curve, though single readings can be large or run the other way; tested in mouse RAW 264.7 cells; also: potency is read from the fitted curve at half-maximal effect; % is scaled to controls: 0 for no effect and ±100 for the full control effect; nearly all actives have a fitted effect of over 55% in size
Tb PFK block – qHTS Assay to Find Inhibitors of T. brucei phosphofructokinase; ATP-dependent 6-phosphofructokinase (Trypanosoma brucei brucei), O15648; T. brucei PFK, ADP-Glo luminescence; Potency, µM (highest dose often 57.5 µM), inactives show at the highest dose activity, negative = inhibition, most hits filed as inhibitors; hit rate 0.17% among 330,000;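 also: potency is read from the fitted curve at half-maximal effect; 0% = uninhibited 1x PFK enzyme wells and -100% = no-enzyme wells; nearly all actives have a fitted effect of over 60% in size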
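ADP-Glo luminescence quantified ADP after 45 min at room temperature, with 1.25 nM T. brucei PFK, 0.1 mM ATP and 0.5 mM fructose-6-phosphate in pH 8.0 TEA buffer. qHTS titrations up to 57 µM; curves classified by quality.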
ELG1 repair inh – qHTS screen for small molecules that inhibit ELG1-dependent DNA repair in human embryonic kidney (HEK293T) cells expressing luciferase-tagged ELG1 | HEK293T ELG1-luciferase reporter, luminescence, 16 h; DNA damage induced by 5-fluorouridine | Potency, µM (series often up to 46.1 µM), inactives show at the highest dose activity change, negative = inhibition, actives largely listed as inhibitors | hit rate 2.3% among 330,000; also: potency is read from the fitted curve at half-maximal effect; % is scaled to controls: 0 for no effect and ±100 for the full control effect; nearly all actives have a fitted effect of over 55% in size
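Quantitative HTS, concentration-response format. 2,000 cells/well co-treated with 5-fluorouridine and compound, 16 hr in 5% CO2 at 37 °C; ONE-Glo luminescence read after 30 min.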
USP2a block – qHTS Assay for Inhibitors of Ubiquitin-specific Protease USP2a Using CHOP2 as the Reporter; USP2 core, Ub-CHOP2 coupled fluorogenic reporter, 485/531; hit rate 0.01% among 330,000; Ubiquitin carboxyl-terminal hydrolase 2 (Homo sapiens), O75604; Potency, µM (series often up to 38.3 µM), without a hit: top-dose activity change, negative = inhibition, hits mostly inhibitors;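 also: potency is read from the fitted curve at half-maximal effect; plate controls were DMSO wells for no effect and full inhibition by NEM control for full effect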
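USP2 core (10nM final) preincubated 30min RT with compound in 20mM Tris-HCl pH 8.0, 2mM CaCl2, 2mM beta-mercaptoethanol, 0.05% CHAPS; 25nM Ub-CHOP2 plus 25nM reporter substrate added, fluorescence (Ex485/Em531) read after 60min.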
B2AR arrestin – qHTS assay of beta-arrestin-biased ligands of beta2-adrenergic receptor; Beta-2 adrenergic receptor (Homo sapiens), P07550; beta-arrestin recruitment to beta2AR, cell-based reporter; Potency, µM (highest dose often 46.1 µM), inactives show at the top dose activation, usual class: activators; hit rate 0.02% among 330,000; AID 492947, 2010;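 also: potency is read from the fitted curve at half-maximal effect; 0% = DMSO controls and full agonism = EC100 isoproterenol or metaproterenol; nearly all actives have a fitted effect of over 65% in size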
Target sequence (P07550 whole entry, looked up): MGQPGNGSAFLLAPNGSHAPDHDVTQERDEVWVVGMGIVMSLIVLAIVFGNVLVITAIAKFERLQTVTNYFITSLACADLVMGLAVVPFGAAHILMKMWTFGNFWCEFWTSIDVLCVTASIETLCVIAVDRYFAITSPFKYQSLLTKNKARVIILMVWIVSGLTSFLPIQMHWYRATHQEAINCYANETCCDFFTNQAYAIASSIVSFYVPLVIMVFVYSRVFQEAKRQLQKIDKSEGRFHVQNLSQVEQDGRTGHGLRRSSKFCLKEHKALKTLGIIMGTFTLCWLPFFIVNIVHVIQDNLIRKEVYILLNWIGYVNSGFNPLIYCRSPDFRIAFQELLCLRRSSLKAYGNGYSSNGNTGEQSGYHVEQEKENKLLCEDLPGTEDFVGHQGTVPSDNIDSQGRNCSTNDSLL
* hit, by the source's call; ? = inconclusive; . = no result given; [ ] = another dose, or the depositor's remark. Unless noted, calls follow the shape of the dose curve; as a rule, active = well fitted curve in the direction sought with a large enough effect; inconclusive = small, poorly fitted or top-dose-only effect, or another doubt; inactive = no such curve, though single readings can be large; an effect the other way counts as inactive or inconclusive. No enrichment for hits; any-hit rate near 3%.

SMILES	Eya2 inh	TSHR antagonist	Mito fusion act	TCR act	TSG101-PTAP inh	Chronic BCR inh	uPA surface inh	Tb PFK block	ELG1 repair inh	USP2a block	B2AR arrestin
O=C(NCc1ccc2c(c1)OCO2)C1CCN(S(=O)(=O)c2cccs2)CC1	8%	10	-1%	1%	-9%	-1%	-6%	-10%	-1%	-3%	0.1%
COc1ccccc1CCC(=O)Nc1cccc(S(=O)(=O)N2CCOCC2)c1	-13%	18	-1%	.	-5%	-2%	-3%	1%	-13%	1%	-0.4%
COc1ccc(C(=O)OCC(=O)NC(=O)Nc2ccccc2F)c(OC)c1	-10%	8	.	-5%	-6%	-1%	7%	2%	?	4%	-0.5%
Nc1ccc(Nc2ccncc2[N+](=O)[O-])cc1	-31%	1	1%	-15%	-2%	?	2%	-2%	?	2%	0.3%
CCC1CCCN1Cn1cnc2c([nH]c3ccc(Cl)cc32)c1=O (configuration not stated)	-3%	-1	0%	-2%	-6%	?	5%	5%	9%	5%	0.4%
CC(=O)c1cccc(OC(=O)c2ccc3c(=O)n4c(nc3c2)CCC4)c1	-4%	-5	9%	4%	-5%	12%	5%	-3%	-1%	1%	-0.5%
O=C(CN1C(=O)c2cccnc2Oc2ccc(Cl)cc21)Nc1ccc(F)cc1	-1%	3	0%	15%	-2%	?	10%	-5%	?	0%	0.0%
Cc1nc2nc(-c3ccco3)nn2c(C)c1Cl	17%	-7	-2%	-1%	-3%	0%	1%	-4%	?	-1%	-0.1%
COc1cn(-c2ccccc2)nc1C(=O)NCc1ccccc1	1%	31	6%	2%	-4%	7%	2%	9%	2%	0%	0.4%
Cc1cc(C)nc(N2CCC(C(=O)NCc3ccccc3F)CC2)n1	8%	-3	2%	1%	-1%	0%	-1%	0%	8%	-1%	-0.3%
CCc1noc(C)c1C(=O)N1CCC(CCC(=O)Nc2cccc(OC)c2)CC1	6%	0	2%	5%	-1%	?	-12%	-2%	?	-1%	0.4%
CC1CN(S(=O)(=O)c2ccccc2)C(C)CN1S(=O)(=O)c1ccccc1 (configuration not stated)	-6%	-2	-1%	2%[46.1 µM]	-1%	0%	0%	-1%	-11%	-5%	2.8%
COc1ccc(-c2nnc(SCC(=O)NNC(=O)Cc3ccccc3)n2C)cc1OC	-10%	9	-2%	8%[46.1 µM]	-2%	?	-2%	-3%	6%	3%	-0.2%
O=C(Nc1ccccc1Oc1ccccc1)c1ccccc1F	-3%	-5	26%	-10%[46.1 µM]	0%	?	-2%	-7%	-1%	2%	-2.1%
NC(=Nc1ccc(N)cc1)C(N)=Nc1ccc(N)cc1	7%	-12	-18%	4%	-3%	?	-5%	5%	-12%	-1%	-0.2%
Cc1cccc(C(=O)N/N=C2/SCC(=O)N2Cc2ccccc2)c1	-3%	-5	-1%	-48%	-1%	-1%	2%	1%	6%	2%	-0.1%
COC(=O)c1ccc(N/C(C)=C/C(=O)c2ccc(C)o2)cc1	-9%	2	-3%	3%	-2%	-3%	3%	-4%	?	0%	4.4%
Cc1[nH]c(=S)[nH]c(=O)c1Cc1ccc(OCC(C)C)cc1	-5%	-8	0%	.	-5%	-12%	-1%	0%	-12%	0%	0.3%
CC(=O)c1cnc2c(-c3cccc(Br)c3)cnn2c1C	10%	2	0%	17%[46.1 µM]	-2%	?	-2%	-1%	?	6%	-0.3%
O=C(Nc1cccc(-c2ccc(N3CCOCC3)nn2)c1)c1ccc([N+](=O)[O-])cc1	1%	-9	2%	3%	-4%	?	-6%	-4%	?	-3%	0.0%
C#CCOCCOCCOCCNc1nc(N2CCN(C(=O)[C@H]([C@@H](C)CC)n3cc([C@@H](N)CC(C)C)nn3)CC2)nc(N2CCN(C(=O)[C@H](CCCCN)n3cc([C@@H](N)C(C)CC)nn3)CC2)n1 (some centres not stated)	?	4	1%	7%	-7%	5%	-7%	-5%	8%	-1%	-0.9%
CC#CC(=O)N1CCC(Oc2cccc(C(=O)NCc3ccccn3)c2)CC1	9%	-3	1%	1%	.	?	-15%	1%	0%	0%	-0.7%
O=C(O)CC1S/C(=N\N=C2\C(=O)Nc3ccccc32)N(c2ccc(O)cc2)C1=O (configuration not stated)	-14%	-3	-2%	5%	-4%	?	2%	2%	-1%	-1%	-0.3%
CCOC(=O)N1CCN(C(=O)CSc2ncnc3sccc23)CC1	4%	15	-1%	8%	-9%	-1%	6%	-8%	3%	2%	0.4%
COc1ccc(CNS(=O)(=O)c2ccccc2Br)cc1	2%	-1	0%	.	.	?	.	3%	4%	1%	-0.4%
C[C@H]([C@@H](N)C(=O)N[C@@H](C(=O)O)[C@@H]1O[C@H](n2ccc(=O)[nH]c2=O)[C@@H](O)[C@H]1O)[C@@H](O)c1ccc(O)cn1	-1%	35	-12%	3%	1%	6%	-3%	-1%	1%	4%	3.9%
CC1CCN(Cc2nnnn2CCCC(=O)NCC(C)(C)N2CCOCC2)CC1	-6%	46	-2%	-16%	-1%	-9%	-12%	-6%	-5%	2%	-0.4%
Cc1cnc(C(=O)NCc2ccc(F)cc2)cn1	14%	7	-2%	-8%	0%	2%	4%	-2%	5%	2%	-0.7%
Cc1nc(SCc2nc3ccccc3[nH]2)c2oc3cc(Br)ccc3c2n1	13%	5	.	-6%	10%	?	-16%	8%	18µM*	0%	0.1%
O=C(COC(=O)CCc1nc2ccccc2c(=O)[nH]1)Nc1ccc(OC(F)(F)F)cc1	5%	1	-7%	6%	-8%	?	1%	-5%	-5%	2%	-0.6%
CCc1cccc(NC(=O)c2ccc(Cn3nc(C)cc3C)o2)c1	-7%	-5	13%	0%[46.1 µM]	-1%	?	1%	0%	-1%	0%	-0.4%
CN(C)c1cc[n+](CC(=O)N2CCCc3ccccc32)cc1	-11%	-6	-3%	-6%	-1%	8%	-2%	0%	-19%	1%	0.0%
S=C(Nc1ccccc1)Nc1ccccc1Br	-6%	2	2%	0%	-1%	10%	0%	1%	2%	-1%	-0.2%
CCN1CCN(C(=O)CCc2nc3ccccc3c(=O)[nH]2)CC1	-15%	-4	-1%	3%	-3%	-4%	-1%	15%[0.46 µM]	-15%	1%	-1.0%
O=C(CNC(=O)c1ccco1)OCC(=O)c1ccc(Cl)cc1	2%	15	-4%	-4%	-5%	-3%	11%	0%	-17%	1%	0.5%
O=C(Cc1n[nH]c(=O)c2ccccc12)OCC(=O)c1ccccc1Cl	-2%	-6	0%	4%	-3%	4%	-2%	0%	27%	0%	-0.2%
CC(C)(C)c1ccc(NC(=O)Cn2cnc3cc([N+](=O)[O-])ccc3c2=O)cc1	2%	2	-2%	-3%	-1%	-1%	0%	-3%	1%	0%	0.4%
COc1ccccc1S(=O)(=O)c1c(C)cc(C)[nH]c1=O	-3%	4	-2%	0%	0%	-1%	-1%	2%	3%	4%	0.4%
CN(C(=O)c1cc([N+](=O)[O-])ccc1N1CCCC1)C1CCCCC1	-8%	-12	4%	-48%	-9%	5%	-5%	1%	10%	1%	-0.5%
Cn1c(=O)oc2cc(S(=O)(=O)Nc3ccc(O)cc3)ccc21	-2%	-3	4%	1%	-2%	?	9%	0%	-5%	1%	-1.2%
CCOc1ccc(C(=O)Nc2ccc(N3CCN(S(C)(=O)=O)CC3)cc2)cc1[N+](=O)[O-]	7%	1	3%	6%	-2%	3%	-1%	2%	-8%	0%	-0.2%
CCOC(=O)C(NCc1ccccc1)(NC(=O)c1ccccc1)C(F)(F)F (configuration not stated)	-5%	-4	3%	2%	-6%	?	4%	-8%	-18%	-1%	0.1%
COc1ccc(CCNC(=O)C2CC(=O)N(C3CCCCC3)C2)cc1OC (configuration not stated)	3%	2	-28%	2%	-2%	0%	4%	-8%	13%	2%	0.4%
